Bioassay records from PubChem BioAssay.
Menin-MLL TR inh: inhibitors of human menin-MLL interaction, mutant MLL peptide | O00255 | Menin + Texas Red MLL mutant peptide, fluorescence polarization | Potency, µM (highest dose often 61.6 µM), without a hit: at the highest dose FP activity change, negative = inhibition, hits mostly inhibitors | 0.23% of 270,000 active | AID 1768; active = well fitted inhibition curve with a large enough effect in the polarisation, with a control signal flat, not every such curve was filed as active; inconclusive = small, poorly fitted or top-dose-only effect, or effect the other way, or a change in a side signal; inactive = no such curve, though single readings can be large or run the other way; the % refers to the polarisation; also: potency is read from the fitted curve at half-maximal effect; % of control where 0% means no effect; many of its hits are not listed in these tables
ASM inhibitor: blocks human secretory acid sphingomyelinase; P17405; placental ASM, HMU-PC fluorogenic substrate, 60 min; Potency, µM (top dose mostly 57.5 µM), for the others: at the top dose activity change, negative = inhibition, actives largely listed as inhibitors; 0.006% of 340,000 active; AID 504937; also: potency is read from the fitted curve at half-maximal effect
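Steps: dispense placental human ASM, pin compound, wait 10 min at room temperature, add HMU-PC0 substrate at 9 uM final, incubate 60 min at 37 °C, add stop solution raising pH to 10, read fluorescence.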
PKM2 activator: PKM2 (human) enzyme activation; AID 1631; P14618; 0.34% of 260,000 active; purified PKM2, Kinase-Glo ATP luminescence, activation; response scale: 0% is enzyme alone, no compound; Potency, µM (series often up to 57.5 µM), without a hit: top-dose activation, usual class: activators; also: potency is read from the fitted curve at half-maximal effect; % is scaled to controls: 0 for no effect and ±100 for the full control effect; nearly all actives have a fitted effect of over 55% in size
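Purified hPK-M2 (>95% pure) converted ADP (0.1 mM final) to ATP with 0.5 mM PEP in 50 mM imidazole pH7.2, KCl, MgCl2, Tween 20, BSA; 1 h at room temperature. ATP detected by Kinase-Glo luminescence.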
MBNL1 CUG block: inhibitors of human MBNL1 binding to CUG repeat RNA. TR-FRET MBNL1-His/biotin-(CUG)12 binding, 665/545 ratio. Potency, µM (highest dose often 57.5 µM), for the others: at the highest dose activity change, negative = inhibition, usual class: inhibitors. 0.036% of 280,000 active; active = well fitted inhibition curve with a large enough effect in the signal ratio, with a control signal flat, not every such curve was filed as active; inconclusive = small, poorly fitted or top-dose-only effect, or effect the other way, or a change in a side signal; inactive = no such curve, though single readings can be large or run the other way; the % refers to the signal ratio; also: potency is read from the fitted curve at half-maximal effect; % is scaled to controls: 0 for no effect and ±100 for the full control effect
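MBNL1-His + Biotin-(CUG)12, cpd titration 92 nM–58 uM; Tb anti-His Ab 0.055 ng/ul, SA-XL665 5 nM (final); 60 min RT; ratiometric 665/545 nm, Ex 340 nm; normalized to buffer and full-complex controls.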
Eya2 inh: inhibitors of human Eya2 phosphatase activity; AID 488837; 0.006% of 330,000 active; O00167; Potency, µM (doses to about 76.9 µM), for inactives: at the top dose activity, negative = inhibition, usual class: inhibitors; recombinant Eya2, OMFP fluorescence dephosphorylation (OMFP is methylfluorescein phosphate); also: potency is read from the fitted curve at half-maximal effect; % is scaled to controls: 0 for no effect and ±100 for the full control effect
Target sequence (O00167 whole entry, looked up): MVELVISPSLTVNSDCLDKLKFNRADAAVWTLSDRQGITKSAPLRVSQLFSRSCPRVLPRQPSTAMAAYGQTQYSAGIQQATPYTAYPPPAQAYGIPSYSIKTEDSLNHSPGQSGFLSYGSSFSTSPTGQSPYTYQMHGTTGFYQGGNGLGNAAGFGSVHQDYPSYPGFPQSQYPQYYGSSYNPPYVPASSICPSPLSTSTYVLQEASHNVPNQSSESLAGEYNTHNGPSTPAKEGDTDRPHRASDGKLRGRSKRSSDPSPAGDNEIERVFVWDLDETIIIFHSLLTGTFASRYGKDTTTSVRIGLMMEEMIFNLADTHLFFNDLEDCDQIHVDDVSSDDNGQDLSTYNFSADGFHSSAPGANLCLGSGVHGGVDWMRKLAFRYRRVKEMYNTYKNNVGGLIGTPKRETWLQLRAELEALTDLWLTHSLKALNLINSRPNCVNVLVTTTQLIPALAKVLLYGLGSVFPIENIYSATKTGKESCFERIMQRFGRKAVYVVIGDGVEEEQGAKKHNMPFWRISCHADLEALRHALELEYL
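Eya2 protein (added as 0.2 uM solution) was preincubated with compound for 10 min at ambient temperature in 50 mM HEPES pH 7.5, 50 mM NaCl, 5 uM MgCl2, 0.05% BSA, 1 mM DTT. OMFP (added at 50 uM) then reacted 10 min; fluorescence read at 485/525 nm.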
hERG WT inh: KCNH2 (human, wildtype) channel inhibition | 0.37% of 340,000 active | AID 720551 | activity change, % at 1.84 µM | U2OS, BacMam KCNH2, thallium flux FluxOr; hits give low values;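 active = maximum activity change below -70%; inconclusive = maximum activity change between -70% and -50%; inactive = maximum activity change above -50%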; also: % is scaled to controls: 0 for no effect and ±100 for the full control effect
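U2OS cells were transduced with wild-type KCNH2 virus (2.03 x 10^8 / mL) for 4 h at room temperature, then cultured overnight at 37 C. Thallium flux was read with FluxOr dye. Rate constants were normalized to DMSO controls.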
Chronic BCR inh: blocks chronic active B-cell receptor signaling. ABC-DLBCL IkBa-CBG/CBR reporter, luminescence ratio, 4 h. Potency, µM (series often up to 46.1 µM), for the others: at the highest dose ratio change, negative = lower green/red ratio, actives largely listed as inhibitors. 0.05% of 340,000 active; active = well fitted inhibition curve with a large enough effect in the signal ratio, with a control signal flat, not every such curve was filed as active; inconclusive = small, poorly fitted or top-dose-only effect, or effect the other way, or a change in a side signal; the % refers to the signal ratio;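 also: potency is read from the fitted curve at half-maximal effect; plate controls were basal doxycycline-induced cells for no effect and cells given 10 µM MG132 for full effect; MG132 reads +100%, hits lower the ratio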
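Cell line TMD8 (human ABC DLBCL), stably expressing tet-inducible CBG68-IkBa fusion and CBR; IMDM/0.5% FBS; cpd up to 46 uM; dox induction, 4 h, 37C/5% CO2; dual luminescence; green/red ratio; MG132 control.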
USP2a block: blocks human ubiquitin-specific protease USP2a. Potency, µM (doses to about 38.3 µM), inactives show top-dose activity change, negative = inhibition, usual class: inhibitors. USP2 core, Ub-CHOP2 coupled fluorogenic reporter, 485/531. 0.01% of 330,000 active;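 also: potency is read from the fitted curve at half-maximal effect; plate controls were DMSO wells for no effect and full inhibition by NEM control for full effect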
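Cell-free coupled assay: 10nM USP2 core preincubated 30min RT with compound in Tris-HCl pH 8.0/CaCl2/CHAPS buffer, then 25nM Ub-CHOP2 and 25nM reporter substrate; fluorescence (Ex 485/Em 531) read after 60min RT, normalized to NEM inhibition, concentration-response curves fitted.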
TSHR antagonist: blocks TSH signaling through the human TSH receptor. TSHR-expressing cells, TSH-stimulated cAMP HTRF, 2 h; hits give low values. activity change, negative = inhibition, % at 11.5 µM. P16473. 0.2% of 330,000 active. AID 504810;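 active = activity change below a set negative limit, meaning inhibition stronger than a set level, cut at about -70% in these data; inconclusive = activity change between two set negative limits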; also: % is scaled to controls: 0 for no effect and ±100 for the full control effect
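TSHR-expressing cells were treated with compounds, then stimulated with TSH at EC80 (4nM final) for 2 hours at 37 deg C. Cellular cAMP was measured by HTRF competition between lysate cAMP and cAMP-d2 for a cryptate-labelled anti-cAMP antibody.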
GALK inhibitor: inhibitors of human galactokinase; P51570; Purified GALK, Kinase-Glo residual ATP luminescence; Potency, µM (doses to about 57.5 µM), for inactives: at the highest dose activity change, negative = inhibition, most hits filed as inhibitors; 0.007% of 270,000 active; AID 1868; also: potency is read from the fitted curve at half-maximal effect; % is scaled to controls: 0 for no effect and ±100 for the full control effect
Target sequence (P51570 whole entry, looked up): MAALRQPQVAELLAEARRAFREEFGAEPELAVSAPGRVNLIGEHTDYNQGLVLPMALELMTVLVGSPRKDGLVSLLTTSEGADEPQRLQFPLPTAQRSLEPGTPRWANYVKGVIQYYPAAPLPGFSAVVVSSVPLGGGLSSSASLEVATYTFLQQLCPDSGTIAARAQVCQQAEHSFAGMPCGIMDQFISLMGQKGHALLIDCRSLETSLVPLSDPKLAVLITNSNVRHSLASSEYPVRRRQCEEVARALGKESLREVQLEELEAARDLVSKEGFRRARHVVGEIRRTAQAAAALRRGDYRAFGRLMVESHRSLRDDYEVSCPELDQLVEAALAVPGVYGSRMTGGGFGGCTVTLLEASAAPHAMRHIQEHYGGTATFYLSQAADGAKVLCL
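Compounds were pin-transferred into ATP buffer (35 uM final), then GALK plus galactose (5 nM, 100 uM final) was added. After 1 h at room temperature, Kinase-Glo Plus was added and luminescence read after 10 min.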
Mito fusion yeast: blocks mitochondrial division or promotes mitochondrial fusion; Potency, µM (top dose mostly 46.1 µM), without a hit: at the top dose growth rescue (activation), usual class: activators; AID 485298; 0.23% of 320,000 active; S. cerevisiae fusion-defective mutant growth rescue, CellTiterGlo 48 h;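 also: potency is read from the fitted curve at half-maximal effect; % of control where 0% means no effect; nearly all actives have a fitted effect of over 45% in size; temperature-sensitive fusion mutants such as fzo1-1 at 37 °C on non-fermentable ethanol glycerol medium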
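Growth-rescue viability read-out: after 48 h at the non-permissive 37C in glycerol/ethanol YPEG, yeast mitochondrial fusion mutants are measured by CellTiterGlo luminescence; compounds (23 nl pinned per well) restoring growth score as division inhibitors or fusion activators.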
Starred values were filed as active, the others as inactive; u = inconclusive; x = no result given; [ ] = dose if it differs, or a comment. Unless noted, calls follow the shape of the dose curve; as a rule, active = well fitted curve in the direction sought with a large enough effect; inconclusive = small, poorly fitted or top-dose-only effect, or another doubt; inactive = no such curve, though single readings can be large; an effect the other way counts as inactive or inconclusive.

SMILES,Mito fusion yeast,ASM inhibitor,Menin-MLL TR inh,USP2a block,Chronic BCR inh,Eya2 inh,hERG WT inh,MBNL1 CUG block,PKM2 activator,GALK inhibitor,TSHR antagonist
Cc1ccn2cc(-c3ccc(Br)cc3)nc2c1,1%,1%,x,0%,u,2%,-8,0%,-26%,4%,6
COc1ccc(OCC(=O)Nc2ccccc2C(=O)N2CCOCC2)cc1,-19%,2%,16%,8%,u,17%,0,-3%,3%,-1%,-17
CC1CC(C)CN(C(=O)COC(=O)Cc2c[nH]c3ccccc23)C1 (stereo not drawn),11%,x,x,1%,7%,6%,-3,x,x,x,-2
CCN(CC)C(=O)COc1ccc(Br)cc1Cl,3%,7%,3%,1%,0%,9%,2,-17%,-4%,-3%,-1
COc1ccc(CN2C(=O)C(Cc3ccccc3)Nc3ncnc(N4CCOCC4)c32)cc1 (stereo not drawn),-8%,5%,x,-1%,-14%,7%,-15,x,x,x,-2
COc1ccc(N(C(=O)CNC(=O)c2ccco2)C(C(=O)NC2CCCCC2)c2cccnc2)cc1 (stereo not drawn),-7%,1%,x,-1%,2%,-16%,0,-7%,x,4%,-1
Cc1cc(C)cc(OCC(=O)OCC(=O)c2ccc3c(c2)NC(=O)CO3)c1,0%,0%,9%,-4%,u,21%,14,-3%,-3%,0%,15
O=C(COC(=O)CNS(=O)(=O)c1ccccc1)NC12CC3CC(CC(C3)C1)C2,3%,1%,-4%,-2%,14%,-22%,7,-7%,-7%,14%,-6
Cc1nc2ccccn2c1P(=Nc1ccccc1)(N(C)C)N(C)C,0%,3%,-12%,2%,u,14%,-2,6%,0%,6%,-1
CCCNC(=O)C(Cc1cccc(OC)c1)NC(=O)c1ccc(C(C)(C)C)cc1 (stereo not drawn),-5%,6%,x,0%,9%,1%,4,x,x,x,1
Cc1cc(O)c(C(=O)/C=C/c2c(F)c(F)c(F)c(F)c2F)c(=O)o1,-13%,17%,u,-13%,5%,-5%,-7,u,x,-1%,8
COc1ccc(-c2cc(C(F)(F)F)n3nc(C(=O)Nc4cc(C)on4)cc3n2)cc1OC,-1%,64%[activator],-4%,3%,u,-21%,-4,8%,2%,0%,2
CC(C)(C)n1nc2c(c1NC(=O)c1cc(Cl)ccc1[N+](=O)[O-])CS(=O)(=O)C2,12%,0%,-4%,2%,5%,-13%,5,u,-8%[0.46 µM],-1%,-5
O=C(NC1CCCCC1)c1cccc(OCc2ccccc2)c1,0%,-1%,-5%,-1%,u,0%,-9,-3%,1%,-6%,-35
COCCNC(=S)N1CCN(c2nc3ccccc3s2)CC1,21%,5%,2%,5%,0%,3%,-1,-21%,u,2%,21
COc1cc(CCC(=O)OCC(=O)Nc2ccc(F)c(F)c2)cc(OC)c1OC,-4%,-2%,x,0%,-1%,6%,4,-7%,x,-2%,0
Oc1ccc(Cl)cc1CNCc1ccc(C(F)(F)F)cc1,-2%,-5%,x,-3%,u,11%,-1,x,x,x,-5
CC(C)CCN(CCC(C)C)C/C(O)=C(\C#N)c1nc(-c2ccccc2)cs1,1%,3%,8%,1%,7%,-25%,-1,13%,-11%,2%,-10
O=C(COC(=O)/C=C/c1cccc(C(F)(F)F)c1)NCc1ccc(F)cc1,-3%,4%,2%,4%,u,5%,0,-17%,3%,3%,-6
CN(C(=O)c1ccncc1)c1nnc(-c2cccnc2)s1,-2%,3%,15%,2%,3%,14%,2,4%,1%,-3%,15

Gathered by group: the entries above containing a Cl atom.
SMILES,Mito fusion yeast,ASM inhibitor,Menin-MLL TR inh,USP2a block,Chronic BCR inh,Eya2 inh,hERG WT inh,MBNL1 CUG block,PKM2 activator,GALK inhibitor,TSHR antagonist
CCN(CC)C(=O)COc1ccc(Br)cc1Cl,3%,7%,3%,1%,0%,9%,2,-17%,-4%,-3%,-1
CC(C)(C)n1nc2c(c1NC(=O)c1cc(Cl)ccc1[N+](=O)[O-])CS(=O)(=O)C2,12%,0%,-4%,2%,5%,-13%,5,u,-8%[0.46 µM],-1%,-5
Oc1ccc(Cl)cc1CNCc1ccc(C(F)(F)F)cc1,-2%,-5%,x,-3%,u,11%,-1,x,x,x,-5

Ordered by the number under Eya2 inh (ascending): some entries from above
Compound	ASM inhibitor	Menin-MLL TR inh	Chronic BCR inh	Eya2 inh	PKM2 activator	GALK inhibitor	TSHR antagonist
CCCNC(=O)C(Cc1cccc(OC)c1)NC(=O)c1ccc(C(C)(C)C)cc1 (stereo not drawn)	6%	x	9%	1%	x	x	1
CCN(CC)C(=O)COc1ccc(Br)cc1Cl	7%	3%	0%	9%	-4%	-3%	-1
Oc1ccc(Cl)cc1CNCc1ccc(C(F)(F)F)cc1	-5%	x	u	11%	x	x	-5

Next section.
SMILES,Mito fusion yeast,ASM inhibitor,Menin-MLL TR inh,USP2a block,Chronic BCR inh,Eya2 inh,hERG WT inh,MBNL1 CUG block,PKM2 activator,GALK inhibitor,TSHR antagonist
Nc1nonc1-n1nnc(C(=O)O)c1-c1cccs1,3%,2%,u,1%,9%,-9%,-6,-11%,9%,2%,13
CC(=O)Nc1ccc(OCC(O)CN2CCN(c3ccc(F)cc3)CC2)cc1 (stereo not drawn),2%,-2%,-9%,-1%,1%,4%,50,-9%,0%,5%,0
C/C(=N/NC(=O)c1ccncc1)c1ccc(NC(=O)c2ccc(Cl)cc2Cl)cc1,2%,5%,x,1%,5%,1%,0,1%,-5%,3%,-9
O=C(Nc1nccs1)C(c1ccccc1)N1CCCC1 (stereo not drawn),1%,4%,2%,2%,0%,-10%,13,-3%,1%,-1%,8
Cc1ccc(OCC(=O)Nc2ccc3c(c2)OCO3)c(C)c1,0%,4%,3%,1%,14%,-5%,-7,1%,3%,0%,-13
Cc1cc2[nH]c(=O)c(=O)[nH]c2cc1S(=O)(=O)Nc1cccc(Cl)c1C,-3%,-5%,-2%,4%,-2%,-4%,-2,4%,16µM*,x,4
Cc1ccc(CNC(=S)Nc2ccc(OC(F)F)cc2C)cc1,-1%,3%,-24%,0%,-4%,-18%,-5,-11%,-8%,2%,17
O=C(NC1CCCCCCC1)C1CCC(CNc2c(N3CCCC3)c(=O)c2=O)CC1 (stereo not drawn),0%,1%,-24%,1%,u,3%,6,-12%,-4%,0%,-9
O=C(COC(=O)c1cc(S(=O)(=O)N2CCCCC2)ccc1N1CCOCC1)NCCc1ccc(F)cc1,0%,0%,4%,-10%,1%,-1%,-9,-5%,1%,0%,19
O=C(NCc1ccco1)C(=S)N1CCCC1,0%,1%,0%,-1%,5%,u,8,6%,1%,9%,-2
CCOC(=O)c1ccc(NC(=S)N(CCCN2CCN(CC)CC2)Cc2ccco2)cc1,5%,0%,0%,4%,0%,-4%,22,-7%,0%,9%,-1
Cc1cc(=O)[nH]c(N/N=C/c2c(C)oc3ccccc23)n1,1%,-8%,-4%,-2%,10%,-5%,-7,-4%,0%,4%,-6
Cc1nnc(NC(=O)CCSc2ccccc2)s1,6%,12%,-33%,0%,14%,-2%,-27,-14%,13%,3%,0
Cc1cccc(NC(=O)c2ccc(Cl)c(S(=O)(=O)N3CCCC3)c2)n1,-3%,0%,x,0%,7%,-9%,-10,-2%,-8%,-6%,3
Cc1ccc(S(=O)(=O)NCC(c2cccnc2)N(C)C)cc1 (stereo not drawn),0%,4%,-3%,0%,2%,-2%,-1,-2%,-3%,2%,14
CN(Cc1ccccc1)C(=O)c1cccc(NC(=O)Cc2cccc([N+](=O)[O-])c2)c1,x,-5%,x,0%,-4%,4%,0,x,x,x,-14
O=C(C1CCN(S(=O)(=O)N2CCOCC2)CC1)N1CCN(Cc2ccc3c(c2)OCO3)CC1,1%,2%,-18%,1%,0%,-15%,2,5%,-1%,-2%,2

Some of the compounds tested; rates above refer to the full screens.
